Assay outcomes as filed in PubChem BioAssay.
M4 ag: agonists of human muscarinic M4 receptor (CHRM4). P08173. CHO-K1 hM4/Gqi5, Fluo-8 calcium fluorescence; vehicle 0%, full acetylcholine response 100%. activation, % at 3 µM. 0.14% of 360,000 active;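 active = activation above the run mean over all test wells plus 3 SD, cut at about 32% in these data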;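 note: peak over basal fluorescence ratio per well then scaled between controls; 0% = DMSO wells and 100% = acetylcholine at EC100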
Target sequence (P08173 whole entry, looked up): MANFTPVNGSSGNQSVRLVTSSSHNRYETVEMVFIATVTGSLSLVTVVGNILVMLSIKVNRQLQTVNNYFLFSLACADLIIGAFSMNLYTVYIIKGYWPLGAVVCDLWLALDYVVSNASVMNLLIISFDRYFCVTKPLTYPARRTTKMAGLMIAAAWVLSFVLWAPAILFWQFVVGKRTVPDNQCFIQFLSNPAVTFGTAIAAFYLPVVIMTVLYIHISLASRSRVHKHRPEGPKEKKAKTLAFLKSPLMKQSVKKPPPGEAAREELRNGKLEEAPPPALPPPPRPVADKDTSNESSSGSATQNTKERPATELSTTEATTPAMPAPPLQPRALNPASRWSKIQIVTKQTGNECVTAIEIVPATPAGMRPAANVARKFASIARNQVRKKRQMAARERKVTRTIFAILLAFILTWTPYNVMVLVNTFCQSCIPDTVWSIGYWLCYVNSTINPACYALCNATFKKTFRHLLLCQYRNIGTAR
M1 PAM: positive allosteric modulators of human M1 muscarinic receptor | P11229 | CHO-K1 hM1, Fluo-8 calcium fluorescence, ACh EC20; 0% = ACh EC20, 100% = maximal ACh | activation, % at 3 µM | 0.088% of 360,000 active | AID 588819; in the data active = activation above about 19%, passing the limit was not always enough
TAAR1 agonist: agonists of human TAAR1 | CHO RD-HGA16 TAAR1, Fluo-8 calcium fluorescence; vehicle wells 0%, saturating PEA agonist 100% | activation, % at 3 µM | 0.99% of 360,000 active | AID 624467;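 active = activation above the mean activation of all test compounds in the run plus 3 SD, cut at about 38% in these data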
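Test system: RD-HGA16 (CHO) cells co-expressing Gα16 and hTAAR1 / Benchmarks: DMSO vehicle as 0%, PEA at EC100 as 100% / Repeats: no replicates (n 1) / Measure: % activation from peak over basal fluorescence ratio, DMSO-to-PEA scaled / Timing: 17-24 h plating, Fluo-8 75 min 37 °C, 30 min RT / Technique: kinetic Fluo-8 calcium fluorescence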
CHRM1 antagonist: antagonists of human M1 muscarinic receptor | 1.3% of 360,000 active | P11229 | AID 588852 | CHO-K1 hM1, Fluo-8 calcium fluorescence, ACh EC80 antagonist | inhibition, % at 3 µM;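 active = percent inhibition above its own plate's cutoff, namely the mean of that plate's compound wells plus 3 SD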;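 note: peak over basal fluorescence ratio during 140 s after agonist addition; 0% = ACh EC80 plus DMSO and 100% = DMSO alone without agonist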
M1 ag: activates human CHRM1 receptor; AID 588814; activation, % at 3 µM; CHO-K1 hM1, Fluo-8 calcium fluorescence, agonist mode; 0% DMSO, 100% acetylcholine EC100; 0.33% of 360,000 active; P11229;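 active = activation above the run's mean compound activation plus 3 SD, cut at about 16% in these data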;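 note: peak over basal fluorescence ratio within a 140 s kinetic read after compound addition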
M5 PAM: positive allosteric modulators of human muscarinic M5 receptor | 0.3% of 360,000 active | AID 624038 | activation, % at 3 µM | CHO-K1 hM5, Fluo-8 calcium, ACh EC20 PAM; 0% = ACh EC20, 100% = ACh EC100;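 active = activation above the run cutoff, the mean activation of all test compounds plus 3 SD, cut at about 18% in these data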
Target sequence (P08912 whole entry, looked up): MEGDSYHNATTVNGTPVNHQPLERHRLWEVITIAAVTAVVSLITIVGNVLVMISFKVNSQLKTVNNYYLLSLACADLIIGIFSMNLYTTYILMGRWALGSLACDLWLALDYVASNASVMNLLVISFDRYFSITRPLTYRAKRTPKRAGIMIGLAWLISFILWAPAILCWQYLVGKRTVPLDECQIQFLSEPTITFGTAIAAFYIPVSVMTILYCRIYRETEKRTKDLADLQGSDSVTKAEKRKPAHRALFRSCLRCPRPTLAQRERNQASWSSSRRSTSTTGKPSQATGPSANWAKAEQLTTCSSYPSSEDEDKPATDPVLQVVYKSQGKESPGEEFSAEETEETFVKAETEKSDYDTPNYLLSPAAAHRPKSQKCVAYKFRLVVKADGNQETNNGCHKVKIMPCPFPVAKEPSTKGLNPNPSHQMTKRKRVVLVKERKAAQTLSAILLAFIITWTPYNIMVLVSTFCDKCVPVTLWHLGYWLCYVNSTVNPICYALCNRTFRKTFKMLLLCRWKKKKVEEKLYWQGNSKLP
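System: CHO-K1 cell line with stable human muscarinic M5 receptor expression | Also added: EC20 acetylcholine as agonist stimulus | Compound: One concentration, 3 µM final (nominal) | Timing: Fluo-8 loading 80 min at 37 °C plus 30 min room temperature | Measured by: Fluo-8 calcium dye fluorescence, kinetic read | Read-out basis: % activation, ACh-normalized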
M5 ag: agonists of human muscarinic M5 receptor (CHRM5) | CHO-K1 hM5 cells, Fluo-8 calcium fluorescence; 0% DMSO wells, 100% maximal acetylcholine response | activation, % at 3 µM | AID 624037 | 0.19% of 360,000 active | P08912;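 active = activation above the run's mean over test compounds plus 3 SD, cut at about 23% in these data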;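 note: signal is peak over basal fluorescence ratio across the kinetic read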
CHRM5 antagonist: blocks acetylcholine activation of human M5 receptor; 0.59% of 360,000 active; AID 624040; inhibition, % at 3 µM; CHO-hM5 cells, Fluo-8 calcium fluorescence, ACh EC80; P08912;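 active = inhibition above a per-plate cutoff, the mean of that plate's test compounds plus 3 SD, cut at about 27% in these data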;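 note: 0% = acetylcholine EC80 with DMSO and 100% = DMSO without agonist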
CHRM4 antagonist: antagonists of human muscarinic M4 receptor (CHRM4) | CHO-hM4 cells, ACh EC80, Fluo-8 calcium fluorescence | inhibition, % at 3 µM | 0.73% of 360,000 active;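 active = inhibition above its plate's cutoff, the mean inhibition of sample wells plus 3 SD, cut at about 27% in these data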;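 note: 0% = acetylcholine EC80 with DMSO and 100% = DMSO without agonist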
The depositor's hits bear a star; . = no result given. Some of the compounds tested; rates above refer to the full screens.

SMILES	M4 ag	M1 PAM	TAAR1 agonist	CHRM1 antagonist	M1 ag	M5 PAM	M5 ag	CHRM5 antagonist	CHRM4 antagonist
O=C(CSc1nc(=O)n(CCN2CCOCC2)c2c1CCCC2)Nc1cccc([N+](=O)[O-])c1	3	-5	3	0	-8	-1	-3	1	13
O=C(CSc1nnc(-c2cccnc2)o1)Oc1ccccc1	1	4	6	-3	-1	5	0	-2	-2
Cc1ccc(NC(=O)c2c([N+](=O)[O-])c(C(C)(C)C)nn2C)c(C)c1	1	3	-1	-10	-8	-3	-2	1	-7
Cc1ccc(OCCCC(=O)Nc2nnc(C3CCCO3)s2)c(C)c1 (stereo not drawn)	2	7	0	-2	-2	4	1	3	-2
COc1ccc(-c2ccc(C(=O)Nc3cc(OC)c(OC)c(OC)c3)c3occc23)c(C)c1	3	-5	0	4	-2	-3	1	4	6
COc1ccc(NC(=O)Nc2cc(F)ccc2C)cc1	3	1	3	-2	-11	-3	-3	-6	3
O=c1[nH]c(SCc2ccc(Cl)cc2)nc2c1CCC2	-1	5	4	-23	-3	5	-2	-3	5
CSc1nnc(C)c(=O)n1COC(=O)c1ccc(S(=O)(=O)N2CCCC2)cc1	2	-6	9	6	-3	-2	1	5	5
CCOc1ccc(CN(C)C(=O)CNC(=O)c2ccc3ccccc3c2)cc1OC	6	1	5	-6	-6	-1	-2	10	-3
Cc1ccc(C(=O)NNC(=O)C2CSC3(C)CCC(=O)N23)cc1 (stereo not drawn)	1	2	0	-7	-1	8	-3	0	1
O=S(=O)(Nc1ccc(S(=O)(=O)N2CCCC2)cc1)c1ccc(F)cc1	2	15	4	-16	-1	8	-2	-4	-1
Cc1ccccc1-n1c(SCC(=O)Nc2ccccc2Cl)nc2n[nH]c(C)c2c1=N	6	-1	0	3	-3	2	-4	-6	-4
COc1ccc(OCCCC(=O)NCCc2ccccc2)cc1	0	4	7	-5	-6	-1	-2	-3	0
CC(NC(=O)C(=O)NCCCn1ccnc1)c1ccccc1 (stereo not drawn)	2	-2	2	0	-9	6	0	-4	-12
O=C(NCCN1CCCC1)c1ccc(Cl)cc1Cl	1	4	3	-5	-7	-3	-1	1	-8

Two neighbouring records already listed:
SMILES	M4 ag	M1 PAM	TAAR1 agonist	CHRM1 antagonist	M1 ag	M5 PAM	M5 ag	CHRM5 antagonist	CHRM4 antagonist
O=C(CSc1nc(=O)n(CCN2CCOCC2)c2c1CCCC2)Nc1cccc([N+](=O)[O-])c1	3	-5	3	0	-8	-1	-3	1	13
O=C(CSc1nnc(-c2cccnc2)o1)Oc1ccccc1	1	4	6	-3	-1	5	0	-2	-2

More results
SMILES	M4 ag	M1 PAM	TAAR1 agonist	CHRM1 antagonist	M1 ag	M5 PAM	M5 ag	CHRM5 antagonist	CHRM4 antagonist
COc1ccc(/C=C/C(=O)O)cc1S(=O)(=O)N1CCCc2ccccc21	1	5	4	-3	-5	1	-2	2	3
COCCCN(C(=O)c1ccc2ccccc2n1)c1c(N)n(Cc2ccccc2)c(=O)[nH]c1=O	1	12	1	-2	2	-2	2	10	-13
CC(C)(C)NC(=O)COc1ccc2oc3c(c2c1)CCCC3	2	15	9	-10	6	9	-4	6	5
CCN(CC)Cc1cc(C(C)(C)C)cc(N2CCOCC2)c1O	1	9	0	-15	-6	-4	-6	9	-8
CCN(CC)C(=O)Cn1cc(S(=O)(=O)CC(=O)Nc2ccc(F)cc2F)c2ccccc21	2	7	0	-9	-2	-2	-2	10	-7
CCOC(=O)Cc1csc(NC(=O)c2cc3ccccc3o2)n1	7	5	2	2	-2	3	4	-5	-12
C=CCOc1ccccc1CN(C(=O)CCl)c1ccc2c(c1)OCO2	-1	-12	0	23	-7	0	-3	5	21
CN(/N=C/c1cccs1)c1cc(=O)n(C)c(=O)[nH]1	1	5	0	-16	-2	4	-2	3	1
O=C(O)c1cc(-c2cccc3ccccc23)nc2ccccc12	2	11	-1	-9	-4	0	-2	6	-4
Cc1csc(NC(=O)CSc2nc3ccccc3c(=O)[nH]2)n1	-1	11	3	-12	-5	2	-2	-13	-15
COc1ccccc1N(C)S(=O)(=O)c1ccc(Cl)c(C(=O)Nc2ccccc2N2CCOCC2)c1	3	4	13	-7	-4	-4	0	11	6
Cc1ccccc1NC(=O)CN1C(=O)c2cccnc2Oc2ccc(Cl)cc21	1	9	2	-12	-4	5	-2	-15	-15
O=C(CC1CCCC1)Nc1cccc(Br)c1	3	-4	-2	-5	-5	-3	-3	5	-13
CCOC(=O)c1cnc2c(OC)cccc2c1NCc1cccnc1	10	-25	3	24	-10	-7	-4	1	9
CCN1CCN(CC(O)COCc2ccccc2)CC1 (stereo not drawn)	1	1	2	-1	-1	3	-2	-2	4
COC(=O)C(C(=O)OC)c1cc2c(cc1CNS(=O)(=O)c1ccc(C)cc1)OCO2	4	.	1	.	.	-3	4	1	-12
Cc1cc(=O)n2nc(N3CCCC(C(=O)NC4CCC(C)CC4)C3)sc2n1 (stereo not drawn)	1	14	3	-11	-2	-7	-9	17	6
CCOc1ccc(OCC)c(S(=O)(=O)NC2CC(C)(C)NC(C)(C)C2)c1	0	7	2	-4	-1	5	1	4	-9
Cc1ccccc1CN1C(=O)CSCC1(C)C(=O)Nc1ccc2c(c1)OCCO2 (stereo not drawn)	3	.	0	.	.	5	-6	-16	-16
COc1cc(NC(=O)Cc2cccs2)cc(OC)c1	1	7	12	-7	-2	5	-5	-3	0
COc1ccc(Cc2c3cc(OC)c(OC)cc3cc[n+]2C)cc1OC	1	4	.	-10	-6	-4	-1	3	-17
Cc1cc2nc(C)n3c4ccccc4nc3n2n1	2	9	7	-8	-3	2	1	-2	3
Cc1cc(C(F)(F)F)n(-c2ccc(N)cc2)n1	2	8	2	-8	-3	3	0	-1	-6
CC(C)CN(CC(C)C)C(=O)c1cc(S(=O)(=O)N2CCCCC2)c[nH]1	3	-2	2	7	-1	-4	-3	9	4
CCOC(=O)c1c(NC(C)=O)sc2c(OC)cccc12	0	10	9	-9	-1	13	-3	3	5
COC(=O)c1cc(OC)nc2ccc(Br)cc12	1	4	12	3	-1	-2	-2	5	16
CC(O)(c1cccnc1)c1nc(-c2cccc(F)c2)cs1 (stereo not drawn)	5	3	-1	-12	-1	-3	3	3	-2
COc1cc(CC(=O)OCC(=O)Nc2ncc(Cl)cc2Cl)cc(OC)c1OC	3	8	4	-29	-2	7	-1	-3	-2
N#Cc1c(-c2ccco2)ccn(Cc2cccc(F)c2)c1=O	2	8	-1	-9	-5	7	-3	3	3
CN1C(=S)N(c2cccnc2)C(=O)/C1=C\c1ccc(C(C)(C)C)cc1	6	2	8	8	-1	-7	-4	18	-4

Ordered by SMILES length (smallest number first): some entries from above.
SMILES	M4 ag	M1 PAM	TAAR1 agonist	CHRM1 antagonist	M1 ag	M5 PAM	M5 ag	CHRM5 antagonist	CHRM4 antagonist
O=C(CC1CCCC1)Nc1cccc(Br)c1	3	-4	-2	-5	-5	-3	-3	5	-13
CCN1CCN(CC(O)COCc2ccccc2)CC1 (stereo not drawn)	1	1	2	-1	-1	3	-2	-2	4
COC(=O)c1cc(OC)nc2ccc(Br)cc12	1	4	12	3	-1	-2	-2	5	16
COc1cc(NC(=O)Cc2cccs2)cc(OC)c1	1	7	12	-7	-2	5	-5	-3	0
Cc1cc(C(F)(F)F)n(-c2ccc(N)cc2)n1	2	8	2	-8	-3	3	0	-1	-6
CCOC(=O)c1c(NC(C)=O)sc2c(OC)cccc12	0	10	9	-9	-1	13	-3	3	5
CC(O)(c1cccnc1)c1nc(-c2cccc(F)c2)cs1 (stereo not drawn)	5	3	-1	-12	-1	-3	3	3	-2
N#Cc1c(-c2ccco2)ccn(Cc2cccc(F)c2)c1=O	2	8	-1	-9	-5	7	-3	3	3
COc1ccc(Cc2c3cc(OC)c(OC)cc3cc[n+]2C)cc1OC	1	4	.	-10	-6	-4	-1	3	-17
Cc1ccccc1NC(=O)CN1C(=O)c2cccnc2Oc2ccc(Cl)cc21	1	9	2	-12	-4	5	-2	-15	-15
COc1cc(CC(=O)OCC(=O)Nc2ncc(Cl)cc2Cl)cc(OC)c1OC	3	8	4	-29	-2	7	-1	-3	-2
Cc1ccccc1CN1C(=O)CSCC1(C)C(=O)Nc1ccc2c(c1)OCCO2 (stereo not drawn)	3	.	0	.	.	5	-6	-16	-16
CCOc1ccc(OCC)c(S(=O)(=O)NC2CC(C)(C)NC(C)(C)C2)c1	0	7	2	-4	-1	5	1	4	-9
CC(C)CN(CC(C)C)C(=O)c1cc(S(=O)(=O)N2CCCCC2)c[nH]1	3	-2	2	7	-1	-4	-3	9	4
COC(=O)C(C(=O)OC)c1cc2c(cc1CNS(=O)(=O)c1ccc(C)cc1)OCO2	4	.	1	.	.	-3	4	1	-12

The results go on:
SMILES	M4 ag	M1 PAM	TAAR1 agonist	CHRM1 antagonist	M1 ag	M5 PAM	M5 ag	CHRM5 antagonist	CHRM4 antagonist
Cn1c(=O)c2[nH]cnc2n(-c2ccccc2)c1=O	1	3	5	-18	-1	-2	-2	-4	4
CCOC(=O)CSc1nc2sc(C)c(C)c2c(=O)[nH]1	1	-2	2	-9	-7	-2	-15	-1	3
CC(=O)NCCc1nc2ccccc2[nH]1	0	2	3	-3	-3	0	1	-1	-1
CC(C)c1ccc(NC(=O)CSc2nc3ncccc3[nH]2)cc1	18	-8	7	8	1	-9	0	-5	-12
O=C(CC12CC3CC(CC(C3)C1)C2)NCc1ccncc1	1	11	0	0	-3	0	-1	5	-2
O=c1c(O[C@@H]2O[C@H](CO)[C@@H](O)[C@H](O)[C@H]2O)c(-c2ccc(O)cc2)oc2cc(O)cc(O)c12	1	12	.	-2	1	1	2	8	0
CC(=O)O[C@H]1CC[C@@]2(C)C(=CC[C@H]3[C@@H]4CC[C@H](C5(C)OCCO5)[C@@]4(C)CC[C@@H]32)C1	0	6	.	-4	-4	2	2	5	8
COc1cc(OC)c(OC)cc1/C=N/Nc1ccc(Cl)nn1	0	12	1	-3	-3	0	-1	1	-2
O=C(Nc1ccccc1)c1ccccc1CSc1ccccc1	0	-4	0	4	-6	0	-7	-13	1
N#CC(C(=O)Nc1ccc(Cl)c(Cl)c1)=C1Nc2ccccc2N1	1	-1	18	-17	-4	1	-2	-3	0
CN(C)c1ccc(C2SCCN2C(=O)c2ccc([N+](=O)[O-])cc2)cc1 (stereo not drawn)	4	-4	-2	2	-1	0	0	-3	9
CCOC(=O)c1c(C)[nH]c(C(=O)COC(=O)c2[nH]c(C)c(C(C)=O)c2C)c1C	4	-13	29	14	0	6	2	-2	7
Cc1ccc(NS(=O)(=O)c2ccc(N3C(=O)CCC3=O)cc2)cc1	2	5	19	-2	1	1	5	-2	11
CSc1ccc(S(=O)(=O)Nc2ccc3c(c2)OCCO3)cc1	9	-8	2	7	3	-15	5	6	-10
Cc1cc(C=C2C(=O)c3ccccc3C2=O)c(C)n1-c1cccc(C(=O)O)c1	10	-5	9	11	2	-9	-1	13	2
O=C1Cc2ccccc2C(=O)N1OCc1ccc(Cl)cc1	3	16	1	-15	-6	5	1	0	-4
